High-throughput results as filed in PubChem.
Mcl1 Noxa PPI: disrupts binding of human Mcl-1 to Noxa peptide; TR-FRET Mcl-1/Noxa peptide binding, 2 h; inhibition, % at 21.7 µM; 220,000 compounds, 1.5% hits;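 active = compounds that cut the protein-peptide binding signal by more than 50% relative to plate controls in a single-dose test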;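 also: His-tagged Mcl-1 with rhodamine Noxa BH3 peptide and terbium anti-His antibody; 0% = Mcl-1 plus Noxa peptide wells and 100% = peptide-only wells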
Target sequence (Q07820 whole entry, looked up): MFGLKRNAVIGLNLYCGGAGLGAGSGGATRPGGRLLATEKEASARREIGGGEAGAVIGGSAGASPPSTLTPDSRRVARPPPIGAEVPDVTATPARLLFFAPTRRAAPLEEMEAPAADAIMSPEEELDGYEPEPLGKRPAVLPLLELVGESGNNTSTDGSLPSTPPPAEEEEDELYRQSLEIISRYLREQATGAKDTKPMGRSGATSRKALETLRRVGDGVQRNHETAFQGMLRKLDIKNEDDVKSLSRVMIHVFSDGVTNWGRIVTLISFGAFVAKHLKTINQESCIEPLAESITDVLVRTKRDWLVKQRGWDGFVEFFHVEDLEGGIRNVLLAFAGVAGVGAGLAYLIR
Cdc42 wt GTP: changes GTP binding to wildtype human Cdc42; GST-Cdc42 beads, Bodipy-GTP binding, flow cytometry; actives lie on both sides; percent activity (GTP binding), % at 10 µM; 190,000 compounds, 0.2% hits; AID 761;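 active = percent activity GTP binding at least 20 points away from the 100% baseline, either down as inhibitor or up as activator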;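 also: median bead fluorescence of bound Bodipy-FL-GTP at 100 nM; 0% = excess unlabeled GTP control and 100% = no compound control; below 100% means less GTP binding so inhibitor and above means activator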
Target sequence (P60953 whole entry, looked up): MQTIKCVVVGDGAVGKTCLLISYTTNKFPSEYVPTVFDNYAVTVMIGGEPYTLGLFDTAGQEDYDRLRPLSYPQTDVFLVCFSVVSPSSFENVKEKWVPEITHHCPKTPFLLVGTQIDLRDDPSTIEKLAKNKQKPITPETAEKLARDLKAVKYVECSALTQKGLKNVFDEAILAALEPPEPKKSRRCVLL
HRas wt GTP bind: changes GTP binding to wildtype human HRas. P01112. GST-Ras wt beads, Bodipy-FL-GTP binding, flow cytometry; actives lie on both sides. GTP binding activity, % at 10 µM. 190,000 compounds, 0.14% hits;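 active = GTP binding activity at least 20% away from the 100% baseline, either lowered as inhibitor or raised as activator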;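 also: 0% = unlabeled GTP competition control and 100% = no-compound control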
Target sequence (P01112 whole entry, looked up): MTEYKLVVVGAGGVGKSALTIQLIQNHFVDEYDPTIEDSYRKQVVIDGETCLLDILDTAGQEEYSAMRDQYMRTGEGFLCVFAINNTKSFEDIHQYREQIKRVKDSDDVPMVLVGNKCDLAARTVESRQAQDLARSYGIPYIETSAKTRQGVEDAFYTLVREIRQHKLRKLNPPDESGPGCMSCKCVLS
Rab7 wt modul: dog Rab7 wildtype GTP binding, inhibitors and activators; 190,000 compounds, 0.055% hits; AID 758; GST-Rab7 beads, fluorescent GTP binding, flow cytometry; actives lie on both sides; untreated = 100%, excess cold GTP = 0%; GTP binding activity (percent of control), % at 10 µM;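 active = fluorescent GTP binding to Rab7 beads changed by at least 20 points from the 100% baseline, either direction, mostly lower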;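 also: median green fluorescence of bound Bodipy-FL-GTP per Rab7 bead population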
Rac1 mut GTP: modulators of GTP binding to human Rac1 activated mutant; P63000; GST-Rac1 activated beads, fluorescent GTP binding, flow cytometry; actives lie on both sides; 100% means binding = to untreated wells; percent activity (GTP binding), % at 10 µM; 190,000 compounds, 0.11% hits; AID 764;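 active = GTP binding at least 20 percentage points away from the 100% baseline, in either direction, so actives lie on both sides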
Pf gamet viab: kills late stage P. falciparum gametocytes; 150,000 compounds, 0.065% hits; P. falciparum stage V gametocytes, ATP luminescence, 24 h; AID 743093; inhibition, % at 10.9 µM;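 active = inhibition above the mean plus 3 SD of compounds within the control limits, set per campaign, cut at about 38% in these data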;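 also: 0% = DMSO wells and 100% = medium only without gametocytes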
Rab2A wt mod: changes GTP binding to wildtype dog Rab2A, up or down | P61105 | 190,000 compounds, 0.19% hits | GST-Rab2 wt beads, Bodipy-GTP binding, flow cytometry | GTP binding activity, % at 10 µM;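 active = GTP binding activity at least 20 points away from 100%, either lowered or raised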;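 also: 0% = beads with excess unlabeled GTP and 100% = no-compound control corrected for plate trend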
Mcl1-Bid inh: Mcl-1/Bid interaction inhibition | Q07820 | 220,000 compounds, 0.97% hits | AID 1021 | TR-FRET Mcl-1/Bid-Dy647 peptide binding, 1536-well | inhibition, % at 21.7 µM;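 active = compounds that cut the binding signal by more than half at the single screening dose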;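 also: His-tagged Mcl-1 with europium anti-His antibody binding Bid BH3 peptide; 0% = Mcl-1 plus peptide wells and 100% = peptide-only wells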
Avidin fluor: compound fluoresces at 488/530 nm on avidin beads; fluorescence (KMESF) at 10 µM; compound fluorescence 488/530 nm, flow cytometry; stronger effect = higher value; 220,000 compounds, 0.38% hits; in the data active = fluorescence above about 47; also: inactives centre near 10
Rac1 wt GTP bind: human Rac1 wildtype GTP binding, inhibitors and activators. P63000. GST-Rac1 beads, fluorescent GTP binding, flow cytometry; actives lie on both sides; 0 = cold GTP competed, 100 = untreated. GTP binding activity (% of control), % at 10 µM. 190,000 compounds, 0.27% hits. AID 757;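 active = GTP binding activity at least 20 points away from the 100% control level, either lower or higher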
GSH bead fluor: GSH bead compound fluorescence profile; 190,000 compounds, 0.25% hits; GSH beads flow cytometry, compound fluorescence 488/530 nm; stronger effect = higher value; fluorescence (KMESF) at 10 µM; in the data active = fluorescence above about 89;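 also: glutathione beads carrying GST-tagged Bcl family fusion proteins plus one bare bead set; values are compound well signal with DMSO vehicle wells as background; inactives centre near 16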
Active calls of the source: *; x = no result given. Compounds were not picked by outcome. About 3% of those tested had a hit in this group.

SMILES	Mcl1 Noxa PPI	Cdc42 wt GTP	HRas wt GTP bind	Rab7 wt modul	Rac1 mut GTP	Pf gamet viab	Rab2A wt mod	Mcl1-Bid inh	Avidin fluor	Rac1 wt GTP bind	GSH bead fluor
COc1cccc(NC(=O)CSc2nnc(CNC(=O)c3ccccc3)n2C)c1	7	92	94	92	94	-12	92	0	13	90	29
Cc1ccc(S(=O)(=O)N(C)C)cc1NC(=O)CN1C(=O)NC2(CCCc3ccccc32)C1=O (stereo not given)	18	98	99	98	98	-11	99	-7	8	101	10
Cc1ccc(C)c(NC(=S)N(CCN(C)C)C(C)c2ccccn2)c1 (stereo not given)	9	99	101	105	95	4	101	-33	7	102	12
COCCn1c(C)cc(C(=O)CSc2ncn[nH]2)c1C	11	103	104	100	100	x	103	-30	7	103	19
COc1ccc(-c2nc(=S)c3c(n2CCN2CCOCC2)CC(C)(C)OC3)cc1	7	98	100	101	98	6	102	-1	20	102	31
CCC1=Nc2ccccc2NC2=C1C(=O)CCC2	25	116	110	102	100	-45	111	18	12	119	23
O=C(N/N=C/c1cn(-c2cccs2)nc1-c1ccccc1)c1ccccc1O	-13	91	89	96	91	-39	88	-74	14	87	5
CN(c1ccccc1)S(=O)(=O)c1ccc(Cl)c(C(=O)Nc2ccc(-c3nc4ccccc4[nH]3)cc2)c1	3	100	99	99	101	20	96	0	16	103	9
O=C(NCC1CCCO1)C1CCC(CNS(=O)(=O)c2ccccc2)CC1 (stereo not given)	25	96	96	97	92	x	96	3	15	98	27
Cc1cc(N)n2ncc(-c3ccc(Cl)cc3)c2n1	7	95	97	99	94	-37	95	-29	36	96	14
COc1ccc2c(C)cc(SCc3c(C)noc3C)nc2c1	17	100	99	97	98	x	100	-1	18	101	27
O=[N+]([O-])c1ccccc1N/N=C1\CCc2ccccc21	16	93	95	95	95	7	93	-17	9	96	10
Cc1ccc(C)c(OCC(=O)Nc2c[nH]c(=O)[nH]c2=O)c1	-2	104	99	100	98	x	99	6	9	105	11
C=CCn1c(CNC(=O)c2ccco2)nnc1SCC(=O)Nc1cccc(F)c1	-7	92	94	104	93	0	97	-22	13	93	17
Nc1cc[n+](CC(=O)Nc2ccccc2)cc1	5	97	99	102	97	-35	98	-7	10	97	12
CCSc1ccccc1C(=O)N1CCN(Cc2ccc3c(c2)OCO3)CC1	-9	103	102	101	99	x	102	-22	15	103	47
O=c1cc(-c2ccccc2)[nH]c2ccccc12	13	103	105	105	104	x	105	18	7	111	14
O=C(NC1CCCCCC1)c1ccc2nc3cc(Cl)ccc3c(=O)n2c1	6	95	94	96	94	20	95	-9	14	95	64
COc1ccc(CCNC(=O)CSc2cn(Cc3cccc(C)c3)c3ccccc23)cc1OC	-1	96	100	102	97	x	99	-6	6	101	14
COc1ccc(-c2cn3cc([N+](=O)[O-])ccc3n2)cc1OC	5	95	93	96	94	2	93	-21	24	89	10
COc1ccccc1C(=O)OCC(=O)NC(=O)NCc1ccccc1	-16	93	95	94	95	-12	95	3	7	97	21
COc1ccc2c(c1)C(NC(=O)C(F)(F)F)CC2=O (stereo not given)	4	97	95	94	92	-4	94	-14	13	94	31
CN(C)/C=C/C(=O)c1cc(F)cc(C(F)(F)F)c1	5	96	97	104	95	x	98	-41	9	97	27
Cc1ccc(S(=O)(=O)/N=C2\SC(CC(=O)Nc3ccc(F)cc3)C(=O)N2c2ccccc2)cc1 (stereo not given)	18	100	99	99	100	13	99	-17	11	103	5
O=C(CCCC(=O)N/N=C\c1ccccn1)N/N=C\c1ccccn1	-9	102	99	98	98	-15	101	-5	12	100	21
(continued)
SMILES	Mcl1 Noxa PPI	Cdc42 wt GTP	HRas wt GTP bind	Rab7 wt modul	Rac1 mut GTP	Pf gamet viab	Rab2A wt mod	Mcl1-Bid inh	Avidin fluor	Rac1 wt GTP bind	GSH bead fluor
Cc1nc2sc(C)c(C)c2c(=O)[nH]1	30	102	100	103	100	x	101	8	9	106	12
CN(C(=O)COC(=O)c1ccc(Cl)nc1)C1CCS(=O)(=O)C1 (stereo not given)	19	95	97	102	93	5	98	-10	23	95	24
COc1ccc(/C(C)=N\NS(=O)(=O)c2ccccc2)cc1OC	13	104	104	102	103	-21	103	-27	16	106	17
COc1nccnc1NS(=O)(=O)c1ccc(NC(=S)NC(=O)c2ccc(F)c(F)c2)cc1	24	100	99	99	98	1	98	-39	13	103	15
Cc1nc(N)nc(OCC(F)(F)C(F)F)c1Br	13	100	100	101	98	x	100	1	6	100	30
CN1CCNC(=O)C1CC(=O)N1CC=C(c2ccc(F)cc2)CC1 (stereo not given)	7	93	96	100	98	-24	97	-40	6	100	18
CNC(=S)NNC(=O)Cc1ccccc1	-2	95	87	88	94	-8	92	-14	8	97	22
CCCS(=O)(=O)c1c(S(=O)(=O)CCC)c2cnccn2c1C(=O)c1ccc(F)cc1	7	101	100	99	97	22	102	0	32	102	25
O=C(Nc1ccccc1)c1ccccc1Oc1ccc(C(F)(F)F)cc1[N+](=O)[O-]	0	96	99	97	99	-10	99	2	3	104	11
CCOC(=O)c1ccc(NC(=O)CN2CCN(CCN=CC3=C(O)CC(C)(C)CC3=O)CC2)cc1	-15	101	100	101	97	x	97	-1	46	102	26
CCOc1ccc(C(=O)c2ccccc2C(=O)O)cc1OCC	13	102	101	107	96	5	103	-36	8	100	15
O=C(CSc1c[nH]c2ccccc12)NCc1ccc2c(c1)OCO2	-3	103	100	102	97	x	100	-45	6	103	18
CCC(C)Oc1nc(C)cc(C)c1S(=O)(=O)c1ccccc1C (stereo not given)	12	99	98	96	98	-29	98	5	37	96	17
COc1ccc(CNc2ccc(C(=O)O)cc2)cc1	-15	99	99	102	100	13	102	-5	12	101	33
CC(=O)C(Cc1ccccc1)NC(=O)CN1CCN(Cc2ccccc2)CC1 (stereo not given)	11	98	97	100	100	-2	97	-52	10	101	18
O=C(NCCN1CCN(C(=O)c2cccs2)CC1)c1cccs1	16	107	104	105	103	-3	102	-5	11	107	23
COc1ccc(C2CC(c3cccs3)=NN2c2ccc(F)cc2)cc1OC (stereo not given)	8	91	93	88	96	18	94	-52	12	93	11
CN(C)C(=O)c1ccc(-c2n[nH]c(=O)c3ccccc23)cc1	20	93	90	99	90	x	93	6	8	90	17
CNC(=O)NC(=O)COC(=O)CCCSc1nc2ccccc2s1	17	98	100	96	95	-7	97	-25	3	100	9
O=c1c2cc3c(cc2[nH]c(=S)n1Cc1ccco1)OCO3	10	99	98	100	94	x	98	-17	10	99	34
CCn1c(COc2ccc(Cl)cc2)nnc1SCc1nc2ccccc2[nH]1	14	102	102	97	100	13	100	-30	11	101	29
Cc1nc2ccccn2c1C(=O)CSc1cccc(Cl)c1	3	98	99	97	93	-20	96	-20	9	99	11
COc1ccc(N2C(=O)CC(N3CCC(C(N)=O)CC3)C2=O)cc1 (stereo not given)	12	100	98	100	99	15	98	-20	17	98	25
COc1ccc(S(=O)(=O)NN=C2CCCC2)cc1	x	98	97	94	94	x	96	-13	9	90	33
COc1ccccc1-n1cnc2cc(NCc3ccco3)ccc21	14	97	96	97	95	-29	96	-33	26	96	17
(list continues)
SMILES	Mcl1 Noxa PPI	Cdc42 wt GTP	HRas wt GTP bind	Rab7 wt modul	Rac1 mut GTP	Pf gamet viab	Rab2A wt mod	Mcl1-Bid inh	Avidin fluor	Rac1 wt GTP bind	GSH bead fluor
CN1CCCN(Cc2nc(-c3ccc(Cl)cc3)no2)CC1	1	96	97	99	95	5	97	5	3	98	10
Cc1nn(C)cc1CNC(=O)C1(C)CC1(Cl)Cl (stereo not given)	-9	101	101	102	98	x	97	-17	4	102	8
CC(C)CC1NC(=O)N(CC(=O)N2CCCc3ccccc32)C1=O (stereo not given)	11	96	97	95	95	8	96	-35	10	98	15
COC(=O)C1Cc2c([nH]c3ccccc23)CN1 (stereo not given)	16	100	98	98	99	x	98	-13	41	99	23
COc1ccc2c(c1)C(C1=C(O)CC(C)(C)CC1=O)C1=C(CC(C)(C)CC1=O)O2 (stereo not given)	-6	98	99	99	100	13	99	-15	9	99	10
O=C(Nc1ccccc1Br)C1CCN(C(=O)Cc2ccccc2)CC1	5	100	97	99	99	9	98	-22	6	105	17
CC(=O)N1CCC(=NNc2ccc(S(=O)(=O)N3CCOCC3)cc2[N+](=O)[O-])CC1	-2	100	99	94	101	20	100	-5	15	106	7
CCOC(=O)C(=O)NCc1ccc(/C=C2/N=C(C)C(C(=O)OCC)=C2O)o1	10	105	103	101	102	-27	105	-16	9	108	9
N#Cc1nc(-c2ccccc2F)oc1NCCc1ccccc1	12	101	100	100	98	x	99	-9	5	102	26
CC1(C)Nc2ccccc2N(CC(=O)N2CCCCC2)C1=O	15	105	106	103	99	-7	101	-84	22	108	11
Cc1ccc(NC(=O)/C(C#N)=C/c2cccs2)c(C)c1	-25	102	100	99	99	10	101	-20	15	105	22
CCC(C)(C)n1nnnc1C(c1cc2cc(C)ccc2[nH]c1=O)N1CCCc2ccccc21 (stereo not given)	20	104	106	102	101	x	102	-1	17	107	11
Cc1oncc1-c1csc(-c2ccccc2)n1	14	92	96	101	92	-1	95	-2	8	94	18
Cc1cc([N+](=O)[O-])nn1CCCC(=O)NC(C)c1ccccc1 (stereo not given)	9	99	99	95	98	1	98	-14	12	102	4
O=C(O)c1ccc(CSc2nnc(-c3cccnc3)n2-c2ccc(Br)cc2)cc1	5	94	97	100	93	-6	96	-52	9	97	22
CON/C=C(\C=Nc1ccc(C(F)(F)F)cc1)c1ncc(C(F)(F)F)cc1Cl	-19	93	94	93	96	-9	95	-11	15	97	16
c1ccc(COc2nsnc2N2CCOCC2)cc1	4	95	96	94	96	x	95	-17	5	98	20
COc1cc(C2=NOC(C(=O)N3CCCCCC3)C2)cc(OC)c1OC (stereo not given)	11	99	97	99	97	x	99	-8	15	103	32
Cc1ccc(N/C=C2/Sc3ccccc3NC2=O)cc1	20	95	94	91	93	-2	94	-23	11	96	10
COC(=O)c1oc2ccc(Br)cc2c1NC(=O)CCCN1C(=O)c2ccccc2C1=O	-6	101	100	102	97	x	101	26	7	105	27

Retrieved by structure from the entries so far (three):
SMILES	Mcl1 Noxa PPI	Cdc42 wt GTP	HRas wt GTP bind	Rab7 wt modul	Rac1 mut GTP	Pf gamet viab	Rab2A wt mod	Mcl1-Bid inh	Avidin fluor	Rac1 wt GTP bind	GSH bead fluor
CNC(=S)NNC(=O)Cc1ccccc1	-2	95	87	88	94	-8	92	-14	8	97	22
COc1cc(C2=NOC(C(=O)N3CCCCCC3)C2)cc(OC)c1OC (stereo not given)	11	99	97	99	97	x	99	-8	15	103	32
Cc1ccc(S(=O)(=O)N(C)C)cc1NC(=O)CN1C(=O)NC2(CCCc3ccccc32)C1=O (stereo not given)	18	98	99	98	98	-11	99	-7	8	101	10
